Screening data: PubChem BioAssay, National Center for Advancing Translational Sciences (NCATS)
Tb PGK inh – qHTS Assay to Find Inhibitors of Phosphoglycerate Kinase; PGK/GAPDH coupled, Kinase-Glo luminescence, 60 min; Phosphoglycerate kinase, glycosomal (Trypanosoma brucei brucei), P07378; Potency, µM (titrated, usually from 57.5 µM), without a hit: at the top dose activity change, negative = inhibition, hits mostly inhibitors; 380,000 compounds, 0.043% hits; also: potency is read from the fitted curve at half-maximal effect; % is scaled to controls: 0 for no effect and ±100 for the full control effect; nearly all actives have a fitted effect of over 60% in size
Target sequence (P07378 whole entry, looked up): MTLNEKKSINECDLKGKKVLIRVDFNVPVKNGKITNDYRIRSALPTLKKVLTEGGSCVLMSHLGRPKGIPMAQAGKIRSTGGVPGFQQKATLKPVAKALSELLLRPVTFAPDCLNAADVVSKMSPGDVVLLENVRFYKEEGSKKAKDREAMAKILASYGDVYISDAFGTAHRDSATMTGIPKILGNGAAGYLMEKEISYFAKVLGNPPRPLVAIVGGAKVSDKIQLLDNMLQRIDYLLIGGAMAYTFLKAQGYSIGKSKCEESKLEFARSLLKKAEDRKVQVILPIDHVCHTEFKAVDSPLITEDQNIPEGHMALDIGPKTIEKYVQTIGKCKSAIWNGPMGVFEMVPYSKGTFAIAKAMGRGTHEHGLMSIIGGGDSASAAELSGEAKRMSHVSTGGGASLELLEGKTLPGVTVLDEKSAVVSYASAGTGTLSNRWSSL
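Luminescent ATP detection (Kinase-Glo Plus) follows a 60-minute room-temperature incubation, with wells lacking PGK as controls. Buffer: 100 mM TEA (pH 7.6), 5 mM MgCl2, 0.01% Tween-20. Coupling enzyme GAPDH (100 nM final) supplies unstable 1,3-BPG in-well.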
JMJD2A Tudor – qHTS Assay for Inhibitors of JMJD2A-Tudor Domain | Lysine-specific demethylase 4A (Homo sapiens), O75164 | AlphaScreen JMJD2A-Tudor / H3K4me3 peptide binding | Potency, µM (top dose mostly 114 µM), inactives show at the highest dose activity change, negative = inhibition, most hits filed as inhibitors | 390,000 compounds, 4.4% hits; also: potency is read from the fitted curve at half-maximal effect; % is scaled to controls: 0 for no effect and ±100 for the full control effect; nearly all actives have a fitted effect of over 50% in size
HP1b binding inh – HTS for Inhibitors of HP1-beta Chromodomain Interactions with Methylated Histone Tails; 390,000 compounds, 0.56% hits; AID 540317, 2011; Potency, µM (highest dose often 114 µM), inactives show at the top dose activity change, negative = inhibition, hits mostly inhibitors; Chromobox protein homolog 1 (Homo sapiens), P83916; AlphaScreen HP1-beta / biotin-H3K9me3 peptide binding; also: potency is read from the fitted curve at half-maximal effect; nearly all actives have a fitted effect of over 70% in size; inactives centre near 23
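Compound inhibition of the preformed complex between 50 nM HP1-beta and 50 nM biotinylated H3K9me3 peptide was read by AlphaScreen. Buffer was PBS pH 7.4 with 0.01% Tween-20. Incubations ran 30 min at room temperature, with 10 ug/mL donor/acceptor beads.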
G9a block – qHTS Assay for Inhibitors of Histone Lysine Methyltransferase G9a; G9a H3K9 monomethylation, AlphaScreen, 2 h; 350,000 compounds, 8.8% hits; Potency, µM (titrated, usually from 102 µM), for inactives: at the top dose activity, negative = inhibition, most hits filed as inhibitors; AID 504332, 2011; also: potency is read from the fitted curve at half-maximal effect; % is scaled to controls: 0 for no effect and ±100 for the full control effect; nearly all actives have a fitted effect of over 75% in size
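Quantitative HTS format: methyltransferase activity on a biotin-tagged H3K9 peptide is measured by AlphaScreen, using a rabbit anti-monomethyl-H3K9 antibody with streptavidin donor and anti-IgG acceptor beads. Final levels are 20 nM enzyme, 500 nM peptide, 20 uM SAM; 2 h RT.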
ERG Ets-DNA blk – qHTS for Small Molecule Inhibitors of the ERG Ets/DNA interaction; Transcriptional regulator ERG (Homo sapiens), P11308; fluorescence polarization, His-ERG Ets domain / labelled DNA; Potency, µM (top dose mostly 76.9 µM), for the others: at the top dose FP activity, negative = inhibition, most hits filed as inhibitors; 370,000 compounds, 0.028% hits; active = well fitted inhibition curve with a large enough effect in the polarisation, with a control signal flat; inconclusive = small, poorly fitted or top-dose-only effect, or effect the other way, or a change in a side signal; inactive = no such curve, though single readings can be large or run the other way; the % refers to the polarisation;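 also: polarization taken with two DNA probes labelled with fluorescein and Texas red; potency is read from the fitted curve at half-maximal effect; % of control where 0% means no effect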
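His-tagged ERG Ets domain (1 uM in the protein solution; 300mM KCl, 50mM Tris-HCl, 1mM EDTA, 1mM DTT, pH 7.5) received compound, then a probe mix of 5 nM fluorescein-DNA and 100nM Texas-615-DNA. Fluorescence polarization was read for both dyes.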
Pin1 inhibitor – qHTS Assay to Find Inhibitors of Pin1; Pin1 FP peptide displacement, HiFluor488, 10 min; AID 504891, 2011; Potency, µM (highest dose often 115 µM), inactives show top-dose activity, negative = inhibition, most hits filed as inhibitors; 390,000 compounds, 0.009% hits; active = well fitted inhibition curve with a large enough effect in the polarisation, with a control signal flat, not every such curve was filed as active; inconclusive = small, poorly fitted or top-dose-only effect, or effect the other way, or a change in a side signal; inactive = no such curve, though single readings can be large or run the other way; the % refers to the polarisation; also: potency is read from the fitted curve at half-maximal effect; % is scaled to controls: 0 for no effect and ±100 for the full control effect
Target sequence (Q13526 whole entry, looked up): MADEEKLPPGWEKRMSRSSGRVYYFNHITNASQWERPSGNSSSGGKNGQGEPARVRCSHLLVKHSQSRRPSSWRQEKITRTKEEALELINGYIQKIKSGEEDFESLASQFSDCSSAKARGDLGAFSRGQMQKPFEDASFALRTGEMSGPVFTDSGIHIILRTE
BAZ2B block – qHTS Assay for Inhibitors of BAZ2B; Potency, µM (titrated, usually from 114 µM), for inactives: top-dose activity change, negative = inhibition, hits mostly inhibitors; Bromodomain adjacent to zinc finger domain protein 2B (Homo sapiens), Q9UIF8; AlphaScreen BAZ2B-H3K14Ac peptide displacement; 360,000 compounds, 4.4% hits; also: potency is read from the fitted curve at half-maximal effect; % is scaled to controls: 0 for no effect and ±100 for the full control effect; nearly all actives have a fitted effect of over 60% in size
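Complex of BAZ2B and biotin-H3K14Ac (50 nM apiece) forms over 30 min at RT, then faces library compounds up to 110 uM for another 30 min; AlphaScreen beads added, 20 min dark incubation, luminescence read.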
GLS inhibitor – qHTS for Inhibitors of Glutaminase (GLS) | Glutaminase kidney isoform, mitochondrial (Homo sapiens), O94925 | GLS enzymatic activity, qHTS titration | Potency, µM (series often up to 45.5 µM), for the others: at the top dose activity change, negative = inhibition, actives largely listed as inhibitors | 410,000 compounds, 0.21% hits | AID 624170, 2012; also: potency is read from the fitted curve at half-maximal effect; % is scaled to controls: 0 for no effect and ±100 for the full control effect
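Read-out is an Amplex red fluorescence increase coupled through glutamate oxidase and HRP, measured before and after 30 min room-temperature incubation. hKGA is in 45 mM KH2PO4 (pH 8.2) with 0.02% Tween-20; glutamine added as 1mM solution.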
PI4K2A inh – qHTS for small molecular inhibitors of PI4K2A. Phosphatidylinositol 4-kinase type 2-alpha (Homo sapiens), Q9BTU6. purified PI4K2A, ADP-Glo luminescence, 1 h; stronger effect = lower value. activity change, negative = inhibition, % at 76.9 µM. 420,000 compounds, 0.13% hits. AID 1346378, 2018; in the data active = activity change below about -50%; inconclusive = mostly about -30% to -49%;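 also: -100% = wells without enzyme as full effect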
Target sequence (Q9BTU6 whole entry, looked up): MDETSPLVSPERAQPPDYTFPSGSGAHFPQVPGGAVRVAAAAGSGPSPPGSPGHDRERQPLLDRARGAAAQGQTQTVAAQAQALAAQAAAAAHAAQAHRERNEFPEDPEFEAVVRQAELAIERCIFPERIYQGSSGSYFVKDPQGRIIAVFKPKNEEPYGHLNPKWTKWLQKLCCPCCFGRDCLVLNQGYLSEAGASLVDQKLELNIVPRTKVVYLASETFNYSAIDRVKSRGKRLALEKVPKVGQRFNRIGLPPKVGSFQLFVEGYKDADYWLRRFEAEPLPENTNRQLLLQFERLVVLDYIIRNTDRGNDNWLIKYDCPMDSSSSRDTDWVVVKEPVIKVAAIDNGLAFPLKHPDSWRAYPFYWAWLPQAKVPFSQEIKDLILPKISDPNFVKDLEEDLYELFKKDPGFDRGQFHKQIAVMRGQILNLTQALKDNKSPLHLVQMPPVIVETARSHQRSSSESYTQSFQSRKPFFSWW
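ADP-Glo luminescence measured ADP generated by PI4K2A enzyme (4 ug/mL before mixing) with 1.2 mM PI substrate (pre-mix) and 300 microM ATP (pre-mix). Tris pH7.5 buffer with MgCl2, Triton X-100; 1 h reaction at ambient temperature.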
Numbers without * were called inactive; [ ] = remark or other dose. Unless noted, calls follow the shape of the dose curve; as a rule, active = well fitted curve in the direction sought with a large enough effect; inconclusive = small, poorly fitted or top-dose-only effect, or another doubt; inactive = no such curve, though single readings can be large; an effect the other way counts as inactive or inconclusive.

Screening CC(C)(C)n1nnnc1C(c1cccs1)N(Cc1ccc(Cl)cc1)CC1CCCO1 (stereo unspecified) returned Tb PGK inh -3.8%, JMJD2A Tudor -2.2%, HP1b binding inh 34.0%[activator], G9a block -1.4%[59 µM], ERG Ets-DNA blk -0.2%, Pin1 inhibitor 3.5%, BAZ2B block inconclusive, GLS inhibitor -0.5% and PI4K2A inh -11.1.
O=C(O)CCn1ncc2ccccc2c1=O was read as Tb PGK inh -3.7%, JMJD2A Tudor -11.0%, HP1b binding inh 33.2%, G9a block 4.4%, ERG Ets-DNA blk 12.0%, Pin1 inhibitor -6.2%, BAZ2B block -18.0%, GLS inhibitor 2.0% and PI4K2A inh -0.9.
Screening O=c1c2oc3ccccc3c2n(Cc2ccc(Cl)cc2)c(=O)n1Cc1ccc2c(c1)OCO2 returned Tb PGK inh inactive, JMJD2A Tudor -13.9%, HP1b binding inh 19.6%, G9a block -8.7%[59 µM], ERG Ets-DNA blk 3.1%, Pin1 inhibitor 10.8%, BAZ2B block -14.0%, GLS inhibitor 6.4% and PI4K2A inh -0.8.
For COC(=O)c1cc(OC)c(OC)cc1NC(=O)c1ccc(C)cc1 the results were Tb PGK inh -1.6%, JMJD2A Tudor -16.9%, HP1b binding inh -14.2%, G9a block 20.2%[59 µM], ERG Ets-DNA blk 10.5%, Pin1 inhibitor 0.1%, BAZ2B block -3.6%, GLS inhibitor -1.3% and PI4K2A inh 1.6.
For COc1ccccc1C(=O)Nn1c(-c2cccs2)nc2ccccc2c1=O the results were Tb PGK inh 2.6%, JMJD2A Tudor -19.9%, HP1b binding inh -6.7%, G9a block -21.7%[59 µM], ERG Ets-DNA blk inconclusive, Pin1 inhibitor 10.5%, BAZ2B block -5.1%, GLS inhibitor 3.0% and PI4K2A inh 0.5.
Screening O=C(CN1CCCCC1)N1CCCc2c1c(=O)oc1ccc(OCc3ccccc3)cc21 returned Tb PGK inh 7.2%, JMJD2A Tudor -25.7%, HP1b binding inh 14.7%, G9a block 1.1%[59 µM], ERG Ets-DNA blk -3.7%, Pin1 inhibitor 10.4%, BAZ2B block -7.3%, GLS inhibitor 5.0% and PI4K2A inh 1.5.
For Cc1ccccc1C(=O)N(Cc1ccc(N(C)C)cc1)Cc1ccco1 the results were JMJD2A Tudor 44.7µM*, HP1b binding inh inconclusive, G9a block 12.6µM*, ERG Ets-DNA blk -6.5%, Pin1 inhibitor -6.4%, BAZ2B block 35.5µM*, GLS inhibitor 10.4% and PI4K2A inh 3.0.
`O=C(O)C1Nc2c(C(=O)N3CCOCC3)cccc2C2C=CCC12` (stereo unspecified) gave Tb PGK inh inconclusive, JMJD2A Tudor 11.2µM*, HP1b binding inh 39.8µM*, G9a block 8.91µM*, ERG Ets-DNA blk 16.3%, Pin1 inhibitor inconclusive, BAZ2B block 20µM*, GLS inhibitor 2.51µM* and PI4K2A inh -24.5.
For COc1ccc(C2(C(=O)NCCN3CCOCC3)CCOCC2)cc1 the results were Tb PGK inh -5.4%, JMJD2A Tudor -0.7%, HP1b binding inh 27.1%, G9a block -32.6%[59 µM], ERG Ets-DNA blk -7.8%, Pin1 inhibitor 3.0%, BAZ2B block 3.1%, GLS inhibitor inconclusive and PI4K2A inh -1.2.
`CCCN1CCC(=O)N(CCN=[N+]=[N-])CC1` gave Tb PGK inh -4.9%, JMJD2A Tudor -4.9%, HP1b binding inh 26.1%, G9a block 18.7%, ERG Ets-DNA blk 4.0%, Pin1 inhibitor -2.9%, BAZ2B block 3.8%, GLS inhibitor 1.8% and PI4K2A inh -3.0.
`O=C(NC1CCCCC1)C(c1ccco1)N(C(=O)c1csnn1)C1CCCC1` (stereo unspecified) gave Tb PGK inh -2.1%, JMJD2A Tudor -7.6%, HP1b binding inh 20.3%, G9a block 0.8%, ERG Ets-DNA blk -1.1%, Pin1 inhibitor -0.6%, BAZ2B block -3.3%, GLS inhibitor 3.0% and PI4K2A inh 1.4.
For COc1ccccc1Nc1nc(N)nc(CN2CCCCC2)n1 the results were Tb PGK inh inactive, JMJD2A Tudor -16.5%, HP1b binding inh 6.8%, G9a block inconclusive, ERG Ets-DNA blk 14.4%, Pin1 inhibitor -4.8%, BAZ2B block -37.9%, GLS inhibitor 10.2% and PI4K2A inh 2.3.
For O=C(N[C@H]1CCC(=O)N([C@H](CSc2ccc(Br)cc2)Cc2ccccc2)CC1)OCc1ccccc1 the results were Tb PGK inh 7.7%, JMJD2A Tudor -22.1%, HP1b binding inh 57.3%[activator], ERG Ets-DNA blk -0.5%, Pin1 inhibitor 4.2%, GLS inhibitor 2.1% and PI4K2A inh 1.8.
O=C(c1cn(-c2ccccc2)nc1-c1ccc(F)cc1)N1CCOCC1 was read as Tb PGK inh -4.9%, JMJD2A Tudor -12.1%, HP1b binding inh 5.9%, G9a block 19.0%[12.7 µM], ERG Ets-DNA blk -5.4%, Pin1 inhibitor 3.6%, BAZ2B block 32.6%[activator], GLS inhibitor -18.8% and PI4K2A inh 1.3.
For Cc1ccc(O)c(C(=O)c2cnc3c(c2)c(C)nn3-c2ccccc2)c1 the results were Tb PGK inh -7.5%, JMJD2A Tudor -32.9%, HP1b binding inh -7.6%, G9a block -18.2%[59 µM], ERG Ets-DNA blk 5.1%, Pin1 inhibitor -2.5%, BAZ2B block -38.2%, GLS inhibitor 7.8% and PI4K2A inh 3.8.
Screening O=C(Nc1ccccc1NS(=O)(=O)c1ccc(F)cc1)C1CCCC1 returned Tb PGK inh -0.7%, JMJD2A Tudor -22.8%, HP1b binding inh 46.8%[activator], G9a block -3.0%, ERG Ets-DNA blk -1.0%, Pin1 inhibitor 1.9%, GLS inhibitor -3.8% and PI4K2A inh 3.5.
`COc1cccc(CNC(=O)NCc2noc3ccc(C)cc23)c1` gave Tb PGK inh 2.1%, JMJD2A Tudor -10.6%, HP1b binding inh 30.6%, G9a block -32.5%[59 µM], ERG Ets-DNA blk 1.1%, Pin1 inhibitor 3.4%, BAZ2B block -11.9%, GLS inhibitor 5.0% and PI4K2A inh -2.6.
`Nc1nncn1C(=O)CCc1ccccc1` gave Tb PGK inh -3.1%, JMJD2A Tudor -11.1%, HP1b binding inh 30.5%, G9a block inconclusive, ERG Ets-DNA blk 1.3%, Pin1 inhibitor 2.7%, BAZ2B block -10.4%, GLS inhibitor -1.8% and PI4K2A inh 13.1.
CC12CC3(C)CC(C)(C1)CC(C(=O)NC(=S)N1CCCC1)(C2)C3 was read as Tb PGK inh -2.9%, JMJD2A Tudor -14.3%, HP1b binding inh 31.5%[activator], G9a block 131.2%[activator][59 µM], ERG Ets-DNA blk -2.9%, Pin1 inhibitor -8.6%, BAZ2B block -6.5%, GLS inhibitor -0.6% and PI4K2A inh 3.6.
For COc1ccc2c(c1)SCC(=O)N2C the results were Tb PGK inh 3.1%, JMJD2A Tudor 4.5%, HP1b binding inh 24.8%, G9a block 2.8%[59 µM], ERG Ets-DNA blk -14.2%, Pin1 inhibitor -1.5%, BAZ2B block -2.7%, GLS inhibitor 2.5% and PI4K2A inh 2.2.
Screening Cc1cc(C)c(Cn2c(=O)n(-c3ccccc3Cl)c(=O)c3c(C)c(C(=O)N(C)C)sc32)c(C)c1 returned Tb PGK inh -0.6%, JMJD2A Tudor -14.7%, HP1b binding inh 18.9%, G9a block 6.3%[59 µM], ERG Ets-DNA blk 1.2%, Pin1 inhibitor -7.8%, BAZ2B block -2.5%, GLS inhibitor 3.3% and PI4K2A inh 1.5.
Screening O=C(Nc1ccc2nc(SCC(=O)N3CCOCC3)sc2c1)c1cccc(F)c1 returned Tb PGK inh -6.0%, JMJD2A Tudor 4.6%, HP1b binding inh 61.7%[activator], G9a block -5.3%[59 µM], ERG Ets-DNA blk -5.8%, Pin1 inhibitor 0.7%, BAZ2B block -2.9%, GLS inhibitor -2.5% and PI4K2A inh 1.9.
Cc1ccccc1NS(=O)(=O)c1ccc(C(=O)N2CCN(c3ccccc3O)CC2)cc1 was read as Tb PGK inh 2.1%, JMJD2A Tudor -28.3%, HP1b binding inh 25.7%, G9a block -1.5%, ERG Ets-DNA blk 4.6%, Pin1 inhibitor -5.4%, BAZ2B block -11.7%, GLS inhibitor 11.3% and PI4K2A inh -3.0.
Screening CCOc1cc(/C=N/NC(=O)c2cccc(S(=O)(=O)N3CCOCC3)c2)ccc1OCC(=O)N(C)C returned Tb PGK inh 0.3%, JMJD2A Tudor -1.7%, HP1b binding inh 23.5%, G9a block -7.3%, ERG Ets-DNA blk -1.5%, Pin1 inhibitor 1.9%, BAZ2B block -18.6%, GLS inhibitor 5.0% and PI4K2A inh -3.0.

Compounds as they come. Share with any hit: about 11%.
